# AmpC no deterg: qHTS Inhibitors of AmpC Beta-Lactamase (assay without detergent); P00811; AmpC nitrocefin hydrolysis, absorbance 480 nm, 0.0001% Triton; Potency, µM (top dose mostly 57.1 µM), without a hit: at the top dose activity change, negative = inhibition, most hits filed as inhibitors; 330,000 compounds, 0.52% hits;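 note: potency is the fitted concentration of half-maximal effect; plate controls were no compound for no effect and no enzyme for full effect; nearly all actives have a fitted effect of over 20% in size; some results filed as inactive show a strong effect at the top dose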
# Target sequence (P00811 whole entry, looked up): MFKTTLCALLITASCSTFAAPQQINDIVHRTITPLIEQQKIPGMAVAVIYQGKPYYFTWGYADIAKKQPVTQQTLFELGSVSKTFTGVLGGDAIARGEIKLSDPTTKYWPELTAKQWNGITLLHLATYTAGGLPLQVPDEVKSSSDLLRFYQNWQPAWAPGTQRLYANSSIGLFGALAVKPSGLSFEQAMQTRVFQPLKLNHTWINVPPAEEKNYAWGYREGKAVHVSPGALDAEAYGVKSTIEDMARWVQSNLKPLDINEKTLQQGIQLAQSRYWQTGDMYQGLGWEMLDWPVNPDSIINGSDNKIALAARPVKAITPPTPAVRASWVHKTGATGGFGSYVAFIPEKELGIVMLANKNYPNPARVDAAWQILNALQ
#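 AmpC (5.3 nM in the dispensed reagent) in 20 mM phosphate pH 7.0 with 0.01% (detergent screen) or 0.0001% Triton X-100 was preincubated with compounds for 15 min at room temperature. Nitrocefin was then added from an 800 uM solution, and hydrolysis was followed at 480 nm.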
# AMA1-RON2 inh: qHTS for Inhibitors of AMA1-RON; Towards Development of Antimalarial Drug Lead: Primary Screen; Plasmodium falciparum AMA1 (3D7) - RON2 peptide interaction; AlphaScreen AMA1-biotinylated RON2 peptide binding; Potency, µM (highest dose often 58.2 µM), for inactives: at the highest dose activity change, negative = inhibition, actives largely listed as inhibitors; 360,000 compounds, 0.2% hits; AID 720542, 2013;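 note: potency is the fitted concentration of half-maximal effect; 0% = vehicle wells and -100% = peptide control; nearly all actives have a fitted effect of over 45% in size; some results filed as inactive show a strong effect at the top dose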
#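 AMA1 (3D7) with his tag at 25 nM final met compounds first, then biotinylated RON2 peptide at 25 nM; detection used donor plus acceptor beads, 10 µg/mL apiece, read by AlphaScreen after 30 min at room temperature.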
# TbPYK inhibitor: qHTS of Trypanosoma Brucei Inhibitors; pyruvate kinase (Trypanosoma brucei), Q57TT1; TbPYK enzyme, Kinase-Glo Plus ATP luminescence, 45 min; Potency, µM (top dose mostly 76.8 µM), for inactives: at the top dose activity, negative = inhibition, actives largely listed as inhibitors; 410,000 compounds, 0.12% hits; note: potency is the fitted concentration of half-maximal effect; nearly all actives have a fitted effect of over 50% in size
#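 Activity of T. brucei pyruvate kinase was followed by Kinase-Glo Plus luminescence after the enzyme reacted 45 min at room temperature with 130 uM ADP (final) and substrate. Test compounds were added before ADP at multiple concentrations.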
# AmpC detergent: qHTS Inhibitors of AmpC Beta-Lactamase (assay with detergent) | P00811 | AmpC hydrolysis of nitrocefin, absorbance 480 nm, 0.01% Triton | Potency, µM (series often up to 114 µM), for the others: at the top dose activity change, negative = inhibition, usual class: inhibitors | 370,000 compounds, 0.041% hits | AID 485294, 2010;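 note: potency is the fitted concentration of half-maximal effect; 0% = no-compound wells and -100% = no-enzyme wells; nearly all actives have a fitted effect of over 25% in size; some results filed as inactive show a strong effect at the top dose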
#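 AmpC (5.3 nM in the dispensed reagent) in 20 mM phosphate pH 7.0 with 0.01% (detergent screen) or 0.0001% Triton X-100 was preincubated with compounds for 15 min at room temperature. Nitrocefin was then added from an 800 uM solution, and hydrolysis was followed at 480 nm.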
# HCMV antiviral: qHTS Assay for inhibitors of the human cytomegalovirus (HCMV). HFF cells, HCMV-luciferase reporter, 72 h; stronger effect = lower value. AID 1259415, 2018. 410,000 compounds, 4.5% hits. activity change, negative = inhibition, % at 57.5 µM; in the data active = activity change below about -60%; inconclusive = no clear call, values can overlap the other calls; inactive = above about -39%
#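 Steps: HFFs plated, 16 h 37C; compounds added; HCMV-luciferase added to MOI 1 PFU/cell; 72 h 37C; OneGlo reagent, 5 min room temperature; luminescence read, normalized to controls.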
# LmPK inhibitor: qHTS Assay for Inhibitors of Leishmania Mexicana Pyruvate Kinase (LmPK) | AID 1721, 2009 | Potency, µM (titrated, usually from 57.5 µM), for the others: top-dose activity change, negative = inhibition, usual class: inhibitors | purified LmPK, Kinase-Glo ATP luminescence, 1 h | 290,000 compounds, 0.37% hits; note: potency is the fitted concentration of half-maximal effect
# Target sequence (Q27686 whole entry, looked up): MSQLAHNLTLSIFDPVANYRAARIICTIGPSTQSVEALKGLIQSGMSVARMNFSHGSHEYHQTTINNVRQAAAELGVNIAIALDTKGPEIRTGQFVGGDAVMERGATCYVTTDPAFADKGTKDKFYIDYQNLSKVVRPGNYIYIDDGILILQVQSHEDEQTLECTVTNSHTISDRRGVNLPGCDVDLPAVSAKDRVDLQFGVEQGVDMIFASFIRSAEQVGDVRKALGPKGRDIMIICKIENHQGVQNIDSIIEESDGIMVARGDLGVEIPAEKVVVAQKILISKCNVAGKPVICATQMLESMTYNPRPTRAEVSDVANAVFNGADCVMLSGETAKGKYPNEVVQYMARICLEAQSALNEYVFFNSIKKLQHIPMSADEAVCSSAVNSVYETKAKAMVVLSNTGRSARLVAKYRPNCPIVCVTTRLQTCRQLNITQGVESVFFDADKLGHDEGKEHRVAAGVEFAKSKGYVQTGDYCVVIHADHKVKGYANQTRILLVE
#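 Screened at intermediate enzyme activity to detect both inhibitors and activators: LmPK at 0.1 nM, with a 0.5 nM enzyme column as activation reference. PEP 0.5 mM, ADP 0.1 mM; ATP detected by luminescence after 1 h.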
# HCV inhibitor: qHTS Assay for Inhibitors of Hepatitis C Virus (HCV). Potency, µM (top dose mostly 41.8 µM), inactives show at the highest dose activity change, negative = inhibition, most hits filed as inhibitors. 340,000 compounds, 3.4% hits. Huh7.5.1 HCVcc-Cre infection, luciferase reporter, 44 h; note: potency is the fitted concentration of half-maximal effect
#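 Cells (1,000/well) were plated 4 h before compound, then infected with HCVcc-Cre virus (~0.5 moi). After 44 h further culture, infection was read as luciferase luminescence following a 15 min substrate incubation at room temperature.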
# * marks the source's active call; other numbers are inactive results; ? = inconclusive; nt = not tested or not shown; & = joins results of further samples; [ ] = another dose, or the depositor's remark. Unless noted, calls come from the whole dose curve; as a rule, active = well fitted curve in the direction sought with a large enough effect; inconclusive = small, poorly fitted or top-dose-only effect, or another doubt; inactive = no such curve, though single readings can be large; an effect the other way counts as inactive or inconclusive. Unless noted, % is set by controls: 0 for no effect and ±100 for the full control effect.
Compound | TbPYK inhibitor | HCMV antiviral | AMA1-RON2 inh | AmpC detergent | LmPK inhibitor | HCV inhibitor | AmpC no deterg
COc1ccc(C(N)c2csc(Nc3ncccn3)n2)cc1 (stereo not drawn) | -3% | -10 | 34%[activator] | nt | nt | nt | nt
CC(C)OC(=O)c1cc(NC(=O)C2C3C=CC(O3)C2C(=O)O)cc(C(=O)OC(C)C)c1 (stereo not drawn) | 9% | 7 | 0% | -16% | -1% | -2% | 0%
CCOC(=O)C1=C(C)N=c2s/c(=C/c3ccccc3)c(=O)n2C1c1ccc(OC)c(OC)c1 (stereo not drawn) | -4% | 33 | -3% | 1% | 2% | -4% | -8%
COc1ccc(NC(=O)Cc2c(C)n(C(=O)c3ccc(Cl)cc3)c3ccc(OC)cc23)cc1 | -6% | 8 | -11% | -6% | 4% | -6% | -31%
Cc1cc(C)c(-c2csc(NC(=O)COC(=O)c3ccc4c(c3)OCO4)n2)c(C)c1 | -3% | ? | -9% | -5% | 2% | -10% | -23%
COc1ccc(S(=O)(=O)NCCOc2ccccc2)cc1OC | -4% | -6 | 2% | -10% | 5% | -3% | -17%
CCN(c1ccc(OC)cc1)c1ncnc2nc[nH]c12 | 0% | -88* | 13% | ? | 0% | -5% | -2%
CCCCn1c(SCC(=O)Nc2ccc(NC(C)=O)cc2)nc2ccccc2c1=O | 3% | -34 | 12% | -13% | 2% | -22% | 1%
CCC(=O)N1CCc2cc(CNC(=O)c3ccc(C#N)cc3)ccc21 | -9% | -21 | nt | -3% | nt | nt | nt
CCc1ccc(-c2ccc(SCC(=O)NC3CCCC3)nn2)cc1 | 1% | 20 | -5% | nt | nt | nt | nt
COCCNC(=O)c1ccccc1NC(=O)c1ccc(OC)c(OC)c1 | -1% | 30 | 3% | -16% | 2% | 5% | -6%
O=C(OCC(=O)N(CCc1ccccc1)Cc1ccccc1)c1cc(S(=O)(=O)N2CCOCC2)ccc1F | -1% | -28 | 7% | -13% | nt | -29% | 55%
CCCCCCCCN1C(=O)[C@H](CC(=O)N2CCSCC2)C[C@@]2(C(=O)OC)CCCCC=C12 | ? | 31 | -5% | nt | nt | nt | nt
Cc1ccc2nc(SCC(=O)Nc3ccccc3N3CCOCC3)c(C#N)cc2c1 | -3% | ? | -10% | -2% | 0% | ? | -10%
C#CCOc1c(Cl)cc(/C=N/O)cc1OC | -12% | -10 | -10% | -3% | 7% | 0% | -15%
CC(C)CCNC(=O)CN(C)S(=O)(=O)c1cccc2nsnc12 | -7% | -5 | 4% | 2% | -3% | 14% | -2%
COc1ccc(S(=O)(=O)Nc2ccccn2)cc1C(=O)Nc1ccccc1 | -8% | 4 | 5% | 0% | -4% | nt | -5%
NS(=O)(=O)c1ccc(NNC(=O)c2cccs2)cc1 | 1% | -10 | 4% | 3% | -1% | -2% | -18%
CCC1(C)Cc2nc(Cl)c(C#N)cc2CO1 (stereo not drawn) | 3% | ? | -4% | 2% | 2% | 4% | 1%
CCOc1cc(S(=O)(=O)NCc2ccccn2)c(C)cc1C | nt | 30 | nt | -7% | 4% | nt | 1%
c1csc(CNc2ncnc3ccc(-c4ccc5c(c4)OCCO5)cc23)c1 | 1% | -12 | nt | ? | nt | nt | -23%&-33%
CCOC(=O)[C@]12Cc3cc(Cl)ccc3[C@H]1N(C1CCCCC1)C(=O)c1cc(OC)ccc12 | -1% | -104* | -8% | nt | nt | nt | nt
O=C(CSc1nnc2ccc(-c3ccccn3)nn12)Nc1ccc(F)cc1 | 3% | -18 | 20% | nt | nt | nt | nt
Cc1nn(C(C)C(=O)Nc2cccc(F)c2)c(=O)c2c1sc1ccccc12 (stereo not drawn) | 6% | -13 | nt | 14% | nt | nt | nt
O=C(NC(=S)Nc1cc(C(F)(F)F)ccc1N1CCOCC1)c1ccc(-c2cccc(Cl)c2)o1 | 4% | -14 | 9% | ? | 1% | 3% | -10%
COc1c(F)c(F)c(C(=O)Nc2c(C)cc(Br)cc2C)c(F)c1F | -1% | -5 | 9% | 1% | -1% | 10% | -26%
O=C(Nc1noc2ccccc12)c1ccc(F)cc1 | ? | 107 | nt | 12% | nt | nt | nt
O=C1[C@H]2[C@@H](c3ccc(C(F)(F)F)cc3)N[C@]3(CCCN(Cc4ccc(Br)cc4)C3=O)[C@H]2C(=O)N1Cc1ccccc1 | -2% | -2 | 8% | nt | nt | nt | nt
CSc1ccc(CN2CCC2(C)C(=O)Nc2cnc3ccccc3c2)cc1 (stereo not drawn) | -1% | -9 | -9% | nt | nt | nt | nt
CS(=O)(=O)N1N=C(c2ccco2)CC1c1ccco1 (stereo not drawn) | 2% | 10 | -17% | ? | 2% | 8% | -13%
COc1cc(O)cc2c1[C@@H]1Oc3c(ccc(O)c3CC=C(C)C)[C@@H]1CO2 | 1% | -38 | -9% | nt | nt | ? | nt
O=C1CC(N2CCN(c3ccccc3Cl)CC2)C(=O)N1c1ccccc1 (stereo not drawn) | 1% | 42 | 9% | -5% | 2% | 26% | 69%[activator]
CCCCN(C(=O)COC(=O)c1sccc1C)c1c(N)n(CCC)c(=O)[nH]c1=O | -2% | -23 | -4% | nt | nt | nt | nt
c1ccc(-n2nc3ccccc3n2)cc1 | -1% | -31 | -6% | ? | -1% | 6% | -11%
Cc1cccc(N(CC(=O)NC2CC3CCC2C3)S(=O)(=O)c2ccccc2)c1 (stereo not drawn) | -7% | -10 | -12% | 3% | -4% | ? | 10%
O=C(NCc1ccon1)C1CCC(=O)N(CCc2cccc(F)c2)C1 (stereo not drawn) | -1% | -4 | -22% | 1% | 1% | 26% | -12%
CC(=O)Nc1cccc(-c2ccnc3c2CC(C)(C(=O)Nc2ccc(Cl)c(C(F)(F)F)c2)O3)c1 (stereo not drawn) | 1% | -35 | -6% | nt | nt | nt | nt
CN(C)CCNc1c(N)c(=O)oc2ccccc12 | 6% | -12 | 41%[activator] | -5% | 3% | -1% | 102%[activator]
Cc1ccc(S(=O)(=O)N(C)C)cc1NC(=O)COC(=O)COc1ccc2c(c1)CCC2 | -4% | -13 | -7% | -9% | nt | 7% | 0%
Cc1ccc(S(=O)(=O)CC(=O)c2ccccc2[N+](=O)[O-])cc1 | 0% | 17 | -12% | ? | -4% | 10% | 228%[activator]
Cc1nc2ccccc2n1-c1nc(-c2ccco2)cc(C(F)(F)F)n1 | 3% | -104* | -1% | 1% | -12% | 3.2µM* | -18%
CCOC(=O)[C@H]1[C@H]2COc3ccc(OC)cc3[C@@H]2N2C(=O)CN(C)C(=O)[C@@]12C | -1% | -8 | -2% | 6% | nt | 16% | -9%
COc1cc(NC(=O)Nc2cccn3nc(COCCO)nc23)cc(OC)c1OC | 6% | 17 | -2% | nt | nt | nt | nt
COCCNc1nc(=S)[nH]c2cc(OC)c(OC)cc12 | -13% | 118 | 6% | -5% | 2% | 16% | -14%
COc1cccc2sc(N(CCCN(C)C)C(=O)COc3ccc(Cl)cc3)nc12 | -7% | -20 | -4% | 3% | -4%[11.5 µM] | ? | 108%[activator]
CN(C)c1ccc(N/C=C/C(=O)C(C)(C)C)cc1 | -18% | 27 | -18% | 2% | -6% | ? | -21%
CC(Sc1nnc2ccccn12)C(=O)Nc1ccc(N2CCOCC2)cc1 (stereo not drawn) | -3% | 9 | 10% | nt | nt | 8% | -5%
COc1ccc2[nH]c(=O)c(CN(C(C)=O)c3ccc(C)c(C)c3)cc2c1 | 2% | -9 | 4% | ? | 9% | -24% | -8%
N#C/C(=C\c1cc(Br)c(O)c(Br)c1)c1nc2ccccc2c(=O)[nH]1 | 21% | 0 | nt | -1% | nt | nt | nt
C[C@H](CO)N1C[C@H](C)[C@@H](CN(C)S(=O)(=O)c2ccc(Oc3ccccc3)nc2)OCc2cn(nn2)CCCC1=O | -10% | 18 | 0% | nt | nt | nt | nt

# Additional compounds
Compound | TbPYK inhibitor | HCMV antiviral | AMA1-RON2 inh | AmpC detergent | LmPK inhibitor | HCV inhibitor | AmpC no deterg
CCCCN(CC)C(=O)CSc1nc2n[nH]c(C)c2c(=N)n1-c1ccc(CC)cc1 | 1% | 52 | nt | -2% | nt | nt | nt
CCCCNC(=O)C1(C)CCCCN1C(=O)c1ccc(F)c(C)c1 (stereo not drawn) | 0% | 20 | 67%[activator] | nt | nt | nt | nt
O=C(c1cnn2c(C(F)(F)F)cc(-c3ccco3)nc12)N1CCCc2ccccc21 | -7% | 61 | 11% | -8% | -1% | 15% | -14%
Cc1ccc2cc(C#N)c(SCc3nnc(-c4ccccc4[N+](=O)[O-])o3)nc2c1 | -5% | -33 | -4% | -11% | 1% | 4% | -7%
CCc1ccc2ncc(S(=O)(=O)c3ccc(C)c(C)c3)c(N3CCCC3)c2c1 | -2% | -27 | -8%[11.6 µM] | -8% | 3% | ? | -23%
CC(C)(C)c1ccc(OCCOc2ccc(C(C)(C)C)cc2NC=O)c(NC=O)c1 | -2% | ? | -3% | -4% | 8% | 10µM* | 40%
CCCCOC(=O)C1=C(C)Nc2ncnn2C1c1cc(OC)c(OC)cc1OC (stereo not drawn) | -61% | 24 | 4% | -4% | -1% | 18% | 51%
COc1ccccc1OCCCC(=O)Nc1ccc([N+](=O)[O-])cc1Br | -2% | -14 | -2% | -2% | 1% | -20% | 3%[2.29 µM]
COc1ccccc1N1CCN(c2cc(C)nc3nc(-c4ccc(Cl)cc4)nn23)CC1 | 5% | -16 | nt | 3% | nt | nt | nt
COc1ccc2nc(NCc3cccnc3)sc2c1 | 1% | 122 | -2% | -10% | -9% | 0% | -3%
CCC(=O)Nc1ccc2c(c1)nc(CCN1CCN(c3ccccc3)CC1)n2C | 6% | 25 | 1% | -5% | 4% | ? | 2%
COc1cc(OC)c(C2=Nc3ccc(Br)cc3C(c3ccccc3)N2CC(=O)NN)cc1OC (stereo not drawn) | -6% | -68* | 39%[activator] | 1% | 16% | -6% | 181%[activator]
Oc1ccc2ccccc2c1CN1CCN(c2ccccc2F)CC1 | 2% | 17 | -5% | -8% | 0% | -3% | -28%
O=C1COc2ccc(C(=O)COC(=O)c3ccc(S(=O)(=O)C(F)F)cc3)cc2N1 | -6% | -18 | -25% | ? | nt | 11% | -9%
O=C(NCC1CCCO1)c1ccc2c(c1)C(=O)N(C1CCCCC1)C2=O (stereo not drawn) | 3% | -15 | -11% | 1% | 5% | -10% | 20%

# Screening results from PubChem BioAssay.
